EPAC2 ag: EPAC2 (human) agonism. Q8WZA2. EPAC2 activation, biochemical qHTS; response scale: 100% = 6.5 mM cAMP response. Potency, µM (titrated, usually from 154 µM), for the others: at the highest dose activation, hits mostly activators. 360,000 compounds, 0.079% hits. AID 720711; further: potency means the concentration at half of the fitted maximal effect; nearly all actives have a fitted effect of over 50% in size
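Nucleotide exchange monitored as fluorescence drop when BODIPY-GDP leaves Rap1B. Reaction: 100 nM EPAC2, 250 nM RAP1B-BODIPY-GDP, 50 uM GDP, room temperature, kinetic read over 30 min. Activity expressed relative to 6.5 mM cAMP.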
PI5P4K alpha inh: blocks human PI5P4K alpha kinase activity. 330,000 compounds, 1.2% hits. P48426. PI5P4Kalpha enzyme, ADP-Glo luminescence, 60 min; hits give low values. max response, %; active means max response of -50% or lower; inconclusive means between -30% and -50%; inactive means -30% or higher; further: value at the top dose of about 77 µM; on the % scale 0 is the no-effect control and ±100 the full control effect
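Quantitative HTS of the MLSMR library against PI5P4Kalpha with substrate. ATP added last at 5 microM final; room temperature, 60 minutes. Remaining ATP depleted, ADP converted and read as luminescence.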
PLK1 PBD inh: blocks phosphopeptide binding to human PLK1 polo-box domain; P53350; Plk1 PBD binding of FITC phosphopeptide, fluorescence polarization; Potency, µM, without a hit: max response, negative = inhibition, hits mostly inhibitors; 360,000 compounds, 2.8% hits; further: potency means the concentration at half of the fitted maximal effect; series mostly up to about 57 µM; on the % scale 0 is the no-effect control and ±100 the full control effect; nearly all actives have a fitted effect of over 65% in size
WRN inhibitor: WRN helicase (human) inhibition. Q14191. WRN helicase unwinding, fluorescent forked duplex, kinetic. Potency, µM (doses to about 114 µM), for inactives: at the highest dose activity change, negative = inhibition, actives largely listed as inhibitors. 360,000 compounds, 0.46% hits; further: potency means the concentration at half of the fitted maximal effect; on the % scale 0 is the no-effect control and ±100 the full control effect; nearly all actives have a fitted effect of over 55% in size
Target sequence (Q14191 whole entry, looked up): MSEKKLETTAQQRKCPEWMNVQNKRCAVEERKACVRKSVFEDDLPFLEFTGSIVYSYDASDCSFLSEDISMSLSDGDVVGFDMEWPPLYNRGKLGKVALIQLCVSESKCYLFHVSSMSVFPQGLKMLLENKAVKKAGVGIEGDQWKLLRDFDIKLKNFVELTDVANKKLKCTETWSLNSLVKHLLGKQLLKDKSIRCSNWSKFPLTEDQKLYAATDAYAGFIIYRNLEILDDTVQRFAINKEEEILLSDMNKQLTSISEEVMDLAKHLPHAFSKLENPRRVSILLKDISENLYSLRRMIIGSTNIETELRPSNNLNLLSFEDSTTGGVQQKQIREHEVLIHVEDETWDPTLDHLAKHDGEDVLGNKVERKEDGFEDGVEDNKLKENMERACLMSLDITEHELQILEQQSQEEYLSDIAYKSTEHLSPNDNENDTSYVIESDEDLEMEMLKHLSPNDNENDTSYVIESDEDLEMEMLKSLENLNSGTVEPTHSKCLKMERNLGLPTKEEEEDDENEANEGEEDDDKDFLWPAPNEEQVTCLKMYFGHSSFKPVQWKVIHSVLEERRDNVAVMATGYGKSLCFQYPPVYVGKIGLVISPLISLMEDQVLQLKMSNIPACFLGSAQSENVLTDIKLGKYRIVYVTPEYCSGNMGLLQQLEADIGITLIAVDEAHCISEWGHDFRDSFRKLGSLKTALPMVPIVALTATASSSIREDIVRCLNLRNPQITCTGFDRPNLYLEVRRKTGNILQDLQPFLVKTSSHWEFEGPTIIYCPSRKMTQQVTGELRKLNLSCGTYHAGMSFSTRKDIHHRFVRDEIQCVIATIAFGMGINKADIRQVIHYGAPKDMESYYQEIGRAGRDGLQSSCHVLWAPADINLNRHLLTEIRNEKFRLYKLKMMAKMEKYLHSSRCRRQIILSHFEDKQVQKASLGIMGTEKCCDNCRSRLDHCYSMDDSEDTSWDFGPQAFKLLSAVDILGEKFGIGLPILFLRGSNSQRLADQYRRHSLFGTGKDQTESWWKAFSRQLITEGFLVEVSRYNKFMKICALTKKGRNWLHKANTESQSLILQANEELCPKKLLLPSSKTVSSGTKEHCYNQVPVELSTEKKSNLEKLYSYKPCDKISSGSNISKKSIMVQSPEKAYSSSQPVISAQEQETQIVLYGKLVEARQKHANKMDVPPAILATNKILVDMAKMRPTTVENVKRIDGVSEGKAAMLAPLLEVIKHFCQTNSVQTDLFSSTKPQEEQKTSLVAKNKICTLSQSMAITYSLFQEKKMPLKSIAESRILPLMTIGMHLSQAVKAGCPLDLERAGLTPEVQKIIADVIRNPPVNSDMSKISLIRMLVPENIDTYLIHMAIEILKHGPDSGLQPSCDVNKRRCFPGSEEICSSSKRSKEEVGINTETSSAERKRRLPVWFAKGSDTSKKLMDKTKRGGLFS
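Kinetic fluorescence helicase assay: unwinding of a quenched forked DNA duplex (100 nM final) with 2 mM ATP final raises red fluorescence (525/598 nm). Compounds sat 15 min at room temperature with 20 nM WRN beforehand.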
CCT modulator: cytosolic chaperonin activity modulation; purified chaperonin ATPase assay, HTRF ADP detection, 30 min; activity change, % (test concentration not listed), hits read low; 360,000 compounds, 0.3% hits; AID 651819; in the data active means activity change below about -30%; further: on the % scale 0 is the no-effect control and ±100 the full control effect
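ATPase activity: ADP formed was measured by HTRF Transcreener (665/615 nm ratio) after 30 min at 37 deg C with 10 uM ATP. Compounds screened at one 76 uM concentration against 40 or 20 nM TRiC in Tris pH 7.4/KCl/MgCl2/DTT buffer.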
EPAC1 antag: EPAC1 (human) antagonism. Potency, µM (titrated, usually from 115 µM), for the others: top-dose activity change, negative = inhibition, most hits filed as inhibitors. EPAC1 GEF assay, Rap1b-BODIPY-GDP exchange fluorescence. 360,000 compounds, 0.14% hits. O95398;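 further: potency means the concentration at half of the fitted maximal effect; plate controls were vehicle for no effect and positive control for full effect; nearly all actives have a fitted effect of over 50% in size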
IL2 activator: activators of IL-2; IL-2 activation reporter assay, cell-based qHTS; stimulated with anti-CD3/CD4/CD28 beads; in transgenic mouse T cells; activation, % (series mostly up to about 46 µM); 360,000 compounds, 0.065% hits; in the data active means activation above about 50%; inconclusive means mostly about 30% to 49%; further: 0% is about no effect
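Screening format: compound pinned onto unstimulated transgenic mouse T cells, 60 min incubation, then anti-CD3/anti-CD4/anti-CD28 bead stimulation for 18 hours at 37 degrees C, followed by EGFP and DsRed detection.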
EPAC1 agonist: agonists of human EPAC1; O95398; Potency, µM (top dose mostly 154 µM), for inactives: top-dose activation, most hits filed as activators; EPAC1 agonist qHTS, biochemical assay; response scale: 100% = response to 6.5 mM cAMP; 360,000 compounds, 0.073% hits; further: potency means the concentration at half of the fitted maximal effect; nearly all actives have a fitted effect of over 60% in size
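EPAC1 100 nM, Rap1B–BODIPY-GDP 250 nM, unlabeled GDP 50 uM; compound titration; 5 min RT; kinetic read ex480/em540 at 5-min intervals ×30 min; data normalized to 6.5 mM cAMP agonist control.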
* = called active by the depositor; ? = inconclusive; / = no result given; & = joins results of further samples; [ ] = dose if it differs, or a comment. Unless noted, the call rests on the fitted dose curve; in most records, active means well fitted curve in the direction sought with a large enough effect; inconclusive means small, poorly fitted or top-dose-only effect, or another doubt; inactive means no such curve, though single readings can be large; an effect the other way counts as inactive or inconclusive. A portion of the library (hit frequency here may not be typical).

canonical_smiles	EPAC1 agonist	IL2 activator	EPAC1 antag	EPAC2 ag	WRN inhibitor	PLK1 PBD inh	CCT modulator	PI5P4K alpha inh
COc1ccc(S(=O)(=O)NCC2CCCO2)cc1NC(=O)c1ccccc1 (stereo not given)	-4.7%	-2.2	14.7%	2.4%	-26.2%	2.1%	-6.9	4.4
COc1ccc(CCNC(=O)C/C(C)=N/NC(=O)Cc2cccc3ccccc23)cc1OC	4.4%	0.1	-2.2%	10.9%	-14.6%	2.1%	-0.3	5.4
O=C(N/N=C/C(Br)=C\c1ccccc1)c1n[nH]c2c1CCC2	3.8%	-4.2	-7.7%	4.0%	-31.5%	-5.0%	0.0	/
CCc1ccc(OC(=O)c2cccnc2)cc1	6.3%	0.5	-7.7%	12.5%	1.5%	-15.1%	10.5	7.7
CC(=O)c1ccc(NC(=O)C2CCN(S(=O)(=O)c3ccc4c(c3)N(C(C)=O)CCO4)CC2)cc1	-2.9%	-1.6	-5.0%	2.0%	3.0%	0.7%	-3.0	-1.7
O=C(CC1CC2CCC1C2)N1CCN(S(=O)(=O)c2ccc(C(F)(F)F)cc2)CC1 (stereo not given)	11.2%	1.1	-0.4%	-9.0%	0.5%	5.4%	-0.6	1.9
OCCN(CCO)Cc1ccc(Br)cc1	-6.4%	-0.5	-6.2%	-9.8%	1.1%	-2.0%	-2.9	-5.3
CC(C)NS(=O)(=O)c1ccc(Oc2ncc(C(F)(F)F)cc2Cl)cc1	2.2%	-4.7	-5.7%	-6.2%	-7.6%	1.0%	-0.9	0.6
O=C(NNC(=O)C1CCN(C(=O)Nc2ccccc2)CC1)c1ccc([N+](=O)[O-])cc1	7.0%	0.0	-12.7%	5.4%	-0.4%	-20.3%	1.4	-2.4
O=C1CCc2cc(S(=O)(=O)NCCC(=O)N3CCN(c4cccc(Cl)c4)CC3)ccc2N1	1.5%	-2.0	-9.8%	6.7%	-8.4%	-8.9%	0.1	/
CC(C)Cn1cnc2c1c(=O)n(CC(=O)NC(=O)NC(C)(C)C)c(=O)n2Cc1ccccc1	-24.3%	-0.5	-19.3%	-5.5%	17.3%	-15.2%	-3.0	-0.8
O=C(NCCNC(=O)c1cc(OCC(F)(F)F)ccc1OCC(F)(F)F)Nc1ccc(OC(F)(F)F)cc1	-22.5%	?	-8.7%	-12.2%	-2.2%	-5.3%	-1.6	/
CCc1ccc(OCC(O)CN2CCN(c3ccccc3)CC2)cc1 (stereo not given)	-5.8%&0.0%	0.4&1.8	-12.1%&-7.3%	-0.5%&10.5%	-5.7%&-9.8%	6.5%&-3.1%	-0.1&0.6	0.1
CC(=O)Nc1cnc(-c2ccccc2C(F)(F)F)cn1	1.1%	-0.4	1.5%	3.1%	-0.7%[57.1 µM]	-4.1%	-0.1	-0.8
CCOC(=O)C1=NNC2(CC(=O)N(c3cc(C)cc(C)c3)C2=O)C1 (stereo not given)	?	-0.1	25.0%	13.1%	6.7%	-22.3%	-2.8	-0.3
CN(C)/C=C/c1[nH]c(=O)[nH]c(=O)c1[N+](=O)[O-]	-6.6%	0.0	-22.7%	-0.7%	-5.5%	0.2%	-2.2	-79.5*
COc1ccc(N2CC(NC(=O)NC(C)(C)C)CC2=O)cc1 (stereo not given)	14.8%	0.1	-13.7%	4.2%	-21.1%	-5.2%	-2.3	-3.1
CN(C)c1cccc(NC(=O)c2ccco2)c1	-1.3%	-2.1	-6.7%	5.0%	-5.3%	-24.0%	0.1	-1.2
CCN(c1cccc(C)c1)S(=O)(=O)c1csc(C(N)=O)c1	1.0%	0.7	11.6%	0.5%	3.6%[57.1 µM]	-0.8%	-1.3	-1.5
Cc1cc(N/C=C2\CCCCC2=O)no1	-1.3%	0.5	8.7%	1.7%	-4.2%	0.2%	-0.6	/
COc1ccc(CCNC(=O)COC(=O)c2ccc(Br)o2)cc1OC	3.1%	-1.9	2.6%	1.6%	-5.1%	-8.4%	-4.0	-5.5
COc1ccc(CN2CC[C@@H]3CN(C(C)=O)[C@H](c4ccccc4Br)C[C@@H]32)cc1	-0.9%	-0.2	-16.1%	2.8%	3.9%	0.1%	-0.3	1.0
Cc1cccc(NC(=O)CSc2nnc(C)c(=O)n2N)c1	-2.1%	-0.1	11.8%	-7.4%	3.2%	-0.4%	-0.2	-3.8
O=C(Nc1nc2ccc(Cl)cc2s1)c1ccco1	3.3%	-0.5	4.7%	9.2%	3.2%	0.1%	-0.5	-0.2
COc1ccc(-c2ccc(CN3C(CC(C)C)C(=O)N(Cc4cn(CCC5OCCO5)nn4)CCS3(=O)=O)cc2)cc1OC (stereo not given)	2.6%	-1.9	-5.1%	5.2%	-4.1%	-14.0%	-1.6	-3.3
CC(OC(=O)CN1C(=O)c2ccccc2C1=O)C(=O)NCc1ccccc1 (stereo not given)	-27.7%	-0.4	-2.1%	1.7%	-2.0%	-0.3%	-4.2	1.5
O=C(O)C1CCC(=O)N(C2CCCCC2)C1c1ccccc1 (stereo not given)	4.4%	1.5	-17.6%	11.7%	13.3%	-7.0%	-3.8	/
O=C(COc1ccccc1Cl)Nc1ccc2[nH]c(=O)[nH]c2c1	-14.9%	-0.3	-1.5%	0.2%	-11.3%	-6.3%	4.0	-25.0
COc1ccc(-c2c(-c3cc(OC)cc(OC)c3)n(C)c3ccc(-c4ccc(OC)cc4F)cc23)cc1	-0.5%	-2.5	-3.9%	4.6%	-6.3%	-13.8%	-2.9	2.4
CCOC(=O)c1c(C)[nH]c(C(=O)CSc2nnc(CC(C)c3ccccc3)o2)c1C (stereo not given)	-0.5%	2.8	8.0%	-7.2%	0.7%	-23.9%	0.6	0.3
Cn1ccnc1C(=O)C1CCCN(Cc2cn[nH]c2-c2ccc(-c3ccccc3)cc2)C1 (stereo not given)	0.9%	0.2	-2.7%	13.7%	-4.3%	4.4%	-2.6	10.6
CC(=O)Nc1ccc(S(=O)(=O)Nc2nnc(Cc3ccc(Cl)cc3)s2)cc1	-9.7%	-2.1	-22.8%	0.8%	-11.9%	26.7µM*	-1.4	-14.2

The final five compounds of the section above lead into the next.
canonical_smiles	EPAC1 agonist	IL2 activator	EPAC1 antag	EPAC2 ag	WRN inhibitor	PLK1 PBD inh	CCT modulator	PI5P4K alpha inh
O=C(COc1ccccc1Cl)Nc1ccc2[nH]c(=O)[nH]c2c1	-14.9%	-0.3	-1.5%	0.2%	-11.3%	-6.3%	4.0	-25.0
COc1ccc(-c2c(-c3cc(OC)cc(OC)c3)n(C)c3ccc(-c4ccc(OC)cc4F)cc23)cc1	-0.5%	-2.5	-3.9%	4.6%	-6.3%	-13.8%	-2.9	2.4
CCOC(=O)c1c(C)[nH]c(C(=O)CSc2nnc(CC(C)c3ccccc3)o2)c1C (stereo not given)	-0.5%	2.8	8.0%	-7.2%	0.7%	-23.9%	0.6	0.3
Cn1ccnc1C(=O)C1CCCN(Cc2cn[nH]c2-c2ccc(-c3ccccc3)cc2)C1 (stereo not given)	0.9%	0.2	-2.7%	13.7%	-4.3%	4.4%	-2.6	10.6
CC(=O)Nc1ccc(S(=O)(=O)Nc2nnc(Cc3ccc(Cl)cc3)s2)cc1	-9.7%	-2.1	-22.8%	0.8%	-11.9%	26.7µM*	-1.4	-14.2
O=C(Nn1c(-c2ccc(F)cc2)nc2ccccc2c1=O)C1CCCCC1	6.6%	-1.9	4.5%	4.0%	-4.9%	-3.1%	-5.0	/
O=C(Cn1cc(/C=N/O)c2ccccc21)N1CCOCC1	5.9%	-2.0	-6.4%	1.3%	-0.4%	?	-0.7	2.4
Cc1cc(C)n2cc(CSc3ccc(Br)cc3)nc2n1	8.3%	-0.4	-8.9%	2.4%	3.6%[57.1 µM]	-10.4%	-0.2	-8.1
CCc1ccccc1NC(=O)CSc1nnc([C@H](CCSC)NC(=O)OC(C)(C)C)o1	-13.3%	-0.6	-10.9%	4.5%	-8.0%	-9.8%	-2.8	-1.2
CCOc1ccc(NC(=O)c2ccc(S(=O)(=O)N(C)C)cc2)cc1	-8.9%	0.0	-5.2%	0.5%	-3.2%	0.9%	-3.2	-1.2
Cc1ccc(N(C(=O)c2ccco2)C(C(=O)NC2CCCC2)c2ccco2)c(C)c1 (stereo not given)	0.6%	1.2	-28.6%	8.4%	8.4%	-5.7%	-0.9	-1.0
CCOc1ccccc1CNCc1ccc(F)cc1	9.8%	-3.3	-11.9%	5.6%	-20.2%	-7.9%	1.1	-21.3
Cc1ccc(NS(=O)(=O)c2ccc(CCC(=O)O)cc2)cc1	0.0%	-2.8	-9.1%	7.4%	-0.1%	-5.1%	-5.5	/
CC(C)CC(c1nnnn1CC1CCCO1)N1CCN(c2cccc(Cl)c2)CC1 (stereo not given)	1.4%	-0.3	7.8%	8.0%	2.3%	0.0%	-8.6	1.0
CCOc1ccccc1C(=O)N/N=C/c1coc2ccc(Cl)cc2c1=O	0.7%	2.3	-12.7%	-13.2%	-6.2%	-17.9%	1.1	-25.4
Cc1ccc(-c2cc(C(F)F)n3ncc(C(=O)Nc4ccc(S(=O)(=O)Nc5ccccc5C)cc4)c3n2)cc1	14.0%	0.3	-0.8%	-4.3%	-29.3%	-12.2%	-7.1	-14.9
COc1ccc(C(=O)N(C)Cc2ccccn2)cc1OC1CCN(C(C)C)CC1	-26.5%	0.0	-13.3%	-0.1%	1.0%	-2.1%	-2.0	1.9
COc1ccc(NC(=O)c2cccc(S(=O)(=O)NCc3ccco3)c2)c(OC)c1	4.1%	0.4	-22.8%	3.0%	-10.0%	-9.7%	-1.6	-2.6
COc1ccc(S(=O)(=O)N2CCOC2CNC(=O)C(=O)NCCc2ccc(OC)c(OC)c2)cc1 (stereo not given)	-3.7%	-0.6	10.4%	-4.7%	-9.4%	5.2%	1.0	-2.8
COc1ccc(NC(=O)C2CCCN2S(=O)(=O)c2ccc3c(c2)CCC(=O)N3)cc1 (stereo not given)	-4.2%	-1.4	-15.0%	15.5%	0.2%	0.7%	-2.0	0.1
Nc1nnc(SCC(=O)NCCNC(=O)CSc2nnc(N)s2)s1	-7.0%	3.2	-1.6%	7.0%	-10.5%	-16.7%	-0.2	-0.2
